S100A4 inh HTS: inhibitors of S100A4-myosin IIA peptide binding, primary screen, biochemical, fluorescence polarization, TAMRA-MyoIIA peptide; inhibition, % at 10.7 µM; Protein S100-A4 (Homo sapiens), P26447; actives 0.14% (n = 360,000);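 active means mean inhibition of at least 70% across replicates, with every replicate also reaching that level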
Target sequence (P26447 whole entry, looked up): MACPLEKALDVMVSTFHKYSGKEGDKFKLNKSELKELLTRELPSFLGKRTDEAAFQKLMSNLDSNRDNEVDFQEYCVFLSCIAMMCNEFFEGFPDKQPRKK
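Compound dosing: one dose per compound; test system: human S100A4 monomer with TAMRA-labelled myosin IIA peptide; probe or stimulus: TAMRA-labelled myosin IIA heavy-chain peptide probe, 5 nM; medium: HEPES buffer with Ca2+, pH 7.2; schedule: 5 min incubation before reading; benchmarks: neutral control DMSO, positive control TFP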
Xi reactivation: activators of inactive X chromosome reactivation, primary screen, imaging, XiGFP fibroblasts, GFP high-content imaging, set 2; XiGFP mouse fibroblasts, % GFP-positive cells imaging, 3 d; cells co-treated with 5-aza-dC sensitizer; scaled so ellipticine positive control = 100%; actives 0.055% (n = 360,000); activation, % at 7.58 µM; AID 743238, 2013;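 active means mean normalized replicate activation at least 10% and every replicate at or above 10%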;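 further: 0% = median of on-plate neutral control wells and 100% = ellipticine 6 µM median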
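Assay system: SV40-immortalized XiGFP fibroblast cells, line 68-5-11; buffer or medium: DMEM plus 5-aza-dC sensitizer; compound: one concentration, pinned; timing: compounds 3 days, fix/stain 15 min at room temperature; benchmarks: positive control ellipticine, 6 µM final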
ERp5 inh: inhibitors of ERp5-driven insulin aggregation, primary screen, biochemical, turbidity, absorbance 650 nm, single point | actives 0.05% (n = 350,000) | 90 min | Protein disulfide-isomerase A6 (Homo sapiens), Q15084 | inhibition, % at 9.99 µM | AID 651711, 2012;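 active means mean replicate inhibition above about 25%, with every replicate also reaching it, limit read from the data, passing the limit was not always enough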
E-sel inducer: E-selectin induction in HUVECs, primary screen, imaging, HUVEC, immunofluorescence imaging, single point; normalized: neutral wells 0, TNF-alpha wells 100; actives 0.37% (n = 260,000); activation, % at 7.58 µM; AID 686992, 2013; P16581;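 active means mean E-selectin-positive cell signal at least 10% of the positive control, reached in at least 60% of replicates, without over 20% cell loss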;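 further: in these data hits start at about 27%; measured in HUVEC primary endothelial cells; signal is the percent of cells scored E-selectin positive by PE staining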
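Read-out basis: % PE-positive cells; Test system: HUVEC primary endothelial cells; Technique: immunofluorescence imaging; Dosing: single-point compound dose.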
esBAF inh: Bmi1 luciferase reporter increase in mESCs, primary screen, esBAF inhibitor project, mouse ES cells, Bmi1 luciferase knock-in, single point; 24 h; 100% = twice the neutral-well signal; reporter increase, % at 12.5 µM; actives 2% (n = 350,000); AID 602393, 2012; in the data active means activation above about 40%;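 further: 0% = median of the plate's neutral control wells and 100% = double that signal; a rise in the Bmi1 reporter signal indicates esBAF inhibition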
RAD54 inh: inhibitors of human RAD54 branch migration, primary screen, biochemical, fluorescence, single point; DNA repair and recombination protein RAD54-like (Homo sapiens), Q92698; RAD54 Holliday junction branch migration, FAM/BHQ fluorescence; inhibition, % at 10.4 µM; actives 0.14% (n = 360,000); AID 602329, 2012;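 active means mean normalized replicate activity at least 40 and at least half of replicates scoring 40 or more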;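 further: 0% = median of neutral control wells and 100% = median of positive control wells; inhibitors cause a drop in the FAM fluorescence signal; in these data hits start at about 50%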
RAD52 anneal inh: RAD52 DNA annealing inhibitors, primary screen, biochemical, FRET, single point, set 2; DNA repair protein RAD52 homolog (Homo sapiens), P43351; recombinant RAD52 DNA annealing, FRET fluorescence; inhibition, % at 18.7 µM; actives 0.46% (n = 360,000); AID 651710, 2012;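 active means every replicate showing at least 50% inhibition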
ERAP1 inh: human ERAP1 aminopeptidase inhibitors, primary screen, biochemical, single point, plate reader; Endoplasmic reticulum aminopeptidase 1 (Homo sapiens), Q9NZ08; recombinant ERAP1, Leu-AMC fluorescence, 60 min; inhibition, % at 10.7 µM; actives 0.15% (n = 340,000); AID 652197, 2013;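 active means mean replicate inhibition of at least 30%, or all replicates individually reaching that 30% level; inactive means mean below 30% and not every replicate reaching it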;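 further: 0% = neutral control wells and 100% = L-leucinethiol positive control wells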
Target sequence (Q9NZ08 whole entry, looked up): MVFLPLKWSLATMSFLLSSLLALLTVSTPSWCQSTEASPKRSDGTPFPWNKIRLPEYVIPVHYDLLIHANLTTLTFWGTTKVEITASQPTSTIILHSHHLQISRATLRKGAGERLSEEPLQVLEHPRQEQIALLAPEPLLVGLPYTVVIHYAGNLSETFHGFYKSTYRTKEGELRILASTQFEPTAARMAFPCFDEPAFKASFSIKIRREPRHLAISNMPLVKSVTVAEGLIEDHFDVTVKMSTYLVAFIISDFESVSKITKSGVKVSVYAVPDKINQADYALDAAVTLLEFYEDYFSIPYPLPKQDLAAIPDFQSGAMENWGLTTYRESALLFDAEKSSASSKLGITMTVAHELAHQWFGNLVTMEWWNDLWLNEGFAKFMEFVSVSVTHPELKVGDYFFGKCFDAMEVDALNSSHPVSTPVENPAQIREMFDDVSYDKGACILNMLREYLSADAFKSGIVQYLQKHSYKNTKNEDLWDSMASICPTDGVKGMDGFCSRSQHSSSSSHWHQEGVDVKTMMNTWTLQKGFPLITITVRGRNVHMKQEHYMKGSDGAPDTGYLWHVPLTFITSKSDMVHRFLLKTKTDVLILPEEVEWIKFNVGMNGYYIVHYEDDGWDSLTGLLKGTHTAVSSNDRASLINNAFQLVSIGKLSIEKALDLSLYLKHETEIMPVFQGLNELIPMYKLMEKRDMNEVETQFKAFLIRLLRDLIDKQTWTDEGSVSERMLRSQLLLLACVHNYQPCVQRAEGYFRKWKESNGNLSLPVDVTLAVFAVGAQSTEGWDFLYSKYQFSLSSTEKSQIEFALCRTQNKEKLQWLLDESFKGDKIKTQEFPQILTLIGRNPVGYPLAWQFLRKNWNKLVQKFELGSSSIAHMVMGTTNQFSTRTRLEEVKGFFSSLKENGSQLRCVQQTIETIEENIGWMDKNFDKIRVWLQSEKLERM
The depositor's hits bear a star; . = not tested or not shown; & = joins results of further samples.

SMILES	S100A4 inh HTS	Xi reactivation	ERp5 inh	E-sel inducer	esBAF inh	RAD54 inh	RAD52 anneal inh	ERAP1 inh
CC(C)N(C(=O)CSc1nnc(C2CC2)n1C1CC1)c1ccccc1	4	0.1	5	.	-1	3	-12	3
COc1ccc(NC(=O)CSc2n[nH]c(-c3ccccc3)n2)cc1S(N)(=O)=O	-3	0.0	4	-0.2	-8	0	-1	1
C[C@H](CO)N1C[C@H](C)[C@H](CN(C)S(C)(=O)=O)Oc2ccc(NC(=O)Nc3ccc4c(c3)OCO4)cc2C1=O	-4	0.0	4	.	3	12	6	4
CN(CC(=O)Nc1cccc(F)c1)C(=O)CCCn1c(=O)oc2ccccc21	-1	0.0	7	-1.1	-1	.	-8	-2
COc1ccc(NC(=O)N(C)C[C@@H]2Oc3ccc(NC(=O)CCC(F)(F)F)cc3CC(=O)N([C@@H](C)CO)C[C@H]2C)cc1	-22	0.0	2	-0.1	2	-7	16	4
COc1ccc(-c2cn3cccnc3n2)cc1NC(=O)C(C)Oc1ccccc1 (configuration not stated)	-3	0.0	0	.	7	3	-7	-12
C[C@H](CO)N1C[C@H](C)[C@@H](CN(C)S(=O)(=O)c2ccc(Cl)cc2)Oc2ccc(NC(=O)NC3CCCCC3)cc2C1=O	0	0.2	1	13	-1	3	-16	0
C[C@@H]1CN([C@@H](C)CO)S(=O)(=O)c2ccc(C#Cc3cccc(F)c3)cc2O[C@H]1CN(C)S(=O)(=O)c1ccccc1F	0	0.0	2	3.2	-4	1	-1	4
O=c1[nH]c(C2CCN(S(=O)(=O)c3ccccc3)CC2)nc2c1nnn2Cc1c(F)cccc1Cl	-1	0.0	0	-0.1	-4	-6	-100	3
C[C@@H]1CN([C@@H](C)CO)C(=O)c2cc(C#Cc3ccccc3F)cnc2O[C@@H]1CN(C)C(=O)Cc1cccnc1	6	0.0	0	-0.3	4	2	0	2
C[C@H]1CN([C@@H](C)CO)C(=O)CCCn2cc(nn2)CO[C@@H]1CN(C)Cc1cccc(C(F)(F)F)c1	-6	0.1	44*	0.1	-4	-3	-1	0
CCn1c(C(C)NC(C)=O)nc2ccccc21 (configuration not stated)	7	0.1	-10	0.0	-7	-11	-12	4

Quoted at random: 3 compounds from above, in no set order.
SMILES	S100A4 inh HTS	Xi reactivation	ERp5 inh	E-sel inducer	esBAF inh	RAD54 inh	RAD52 anneal inh	ERAP1 inh
COc1ccc(-c2cn3cccnc3n2)cc1NC(=O)C(C)Oc1ccccc1 (configuration not stated)	-3	0.0	0	.	7	3	-7	-12
C[C@H](CO)N1C[C@H](C)[C@H](CN(C)S(C)(=O)=O)Oc2ccc(NC(=O)Nc3ccc4c(c3)OCO4)cc2C1=O	-4	0.0	4	.	3	12	6	4
CC(C)N(C(=O)CSc1nnc(C2CC2)n1C1CC1)c1ccccc1	4	0.1	5	.	-1	3	-12	3

(continued)
SMILES	S100A4 inh HTS	Xi reactivation	ERp5 inh	E-sel inducer	esBAF inh	RAD54 inh	RAD52 anneal inh	ERAP1 inh
O=C(COC(=O)c1ccccc1C(=O)c1ccccc1)Nc1cccc([N+](=O)[O-])c1	3	0.1	6	1.1	.	-10	-16	-5
COc1ccc(NS(=O)(=O)c2cccc(C(=O)N3CCN(C/C=C/c4ccccc4)CC3)c2)cc1	-2	0.0	-4	0.0	-13	35	-9	6
C=CCN1C(=O)c2ccccc2Sc2ccc(C(=O)NC(C)C)cc21	-1	0.1	4	0.2	0	-1	-7	1
CO[C@H]1CC[C@@H]2CCN(C)C(=O)CCCN(C)C(=O)c3cc(C#N)ccc3OC[C@@H]1O2	-2	0.0	-1	0.0	-8	-9	-1	1
C[C@@H]1CCCCO[C@H](CN(C)S(=O)(=O)c2cn(C)cn2)[C@H](C)CN([C@@H](C)CO)C(=O)c2cc(NC(=O)c3ccncc3)ccc2O1	18	0.0	-6	-0.1	2	-3	2	1
O=C(O)CC1SC(=Nc2ccc(O)cc2)NC1=O (configuration not stated)	-5	0.0	4	.	.	.	2	0
C[C@@H]1CCCCO[C@H](CN(C)Cc2ccc(C(=O)O)cc2)[C@H](C)CN([C@@H](C)CO)C(=O)c2cc(NC(=O)Nc3ccc(C(F)(F)F)cc3)ccc2O1	32&20	0.1&-0.1	7&2	0.1&-0.1	2&-4	-1&-2	-12&9	-139&1
C[C@@H]1CN([C@H](C)CO)C(=O)c2cc(NC(=O)c3ccncc3)ccc2O[C@H]1CN(C)Cc1ccc(Oc2ccccc2)cc1	1	-0.5	6	0.4	-9	-4	-3	-2
Cc1noc(C)c1NC(=O)N[C@H]1CC[C@H](CCNC(=O)C2CCCCC2)O[C@@H]1CO	1	0.0	-3	0.1	-1	2	17	4
C[C@@H]1CN([C@@H](C)CO)C(=O)c2cccc(NC(=O)Nc3ccc(C(F)(F)F)cc3)c2O[C@@H]1CN(C)C	26	2.5	1	.	-1	12	13	1
COc1ccc(Cn2nnnc2CN2CCCCCC2)cc1	-1	-0.1	-2	.	.	.	5	7
Brc1cc2ccccc2[n+](Cc2ccccc2)c1	35	0.6	2	.	-6	-2	-3	3

Structural class, the entries above with two or more sulfur atoms.
SMILES	S100A4 inh HTS	Xi reactivation	ERp5 inh	E-sel inducer	esBAF inh	RAD54 inh	RAD52 anneal inh	ERAP1 inh
COc1ccc(NC(=O)CSc2n[nH]c(-c3ccccc3)n2)cc1S(N)(=O)=O	-3	0.0	4	-0.2	-8	0	-1	1
C[C@@H]1CN([C@@H](C)CO)S(=O)(=O)c2ccc(C#Cc3cccc(F)c3)cc2O[C@H]1CN(C)S(=O)(=O)c1ccccc1F	0	0.0	2	3.2	-4	1	-1	4

Next part
SMILES	S100A4 inh HTS	Xi reactivation	ERp5 inh	E-sel inducer	esBAF inh	RAD54 inh	RAD52 anneal inh	ERAP1 inh
N#C[C@H]1[C@@H](c2ccc(C#Cc3cccc(F)c3)cc2)[C@@H](CO)N1C(=O)C1CCOCC1	-2	0.3	-3	0.0	3	5	14	0
Cc1cccc(NC(=O)CN(C)S(=O)(=O)c2cccc3cccnc23)c1	-1	0.2	3	.	-1	3	-14	.
O=C(/C=C/c1ccc(Cl)c([N+](=O)[O-])c1)Nc1ccc(NC(=O)c2ccco2)cc1	0	0.0	0	-0.2	4	.	-16	0
O=S(=O)(N[C@H](CO)c1ccccc1)c1ccc(Br)cc1F	1	-0.1	-5	0.0	3	8	1	2
Nc1nccc(N2CCCCC2)n1	-3	0.2	11	2.1	2	0	0	-3
C[C@@H]1CCCCO[C@H](CN(C)S(=O)(=O)c2ccc(Cl)cc2)[C@@H](C)CN([C@@H](C)CO)C(=O)c2cc(NC(=O)Nc3ccc4c(c3)OCO4)ccc2O1	-4	0.0	4	0.0	-2	3	-7	-2
C/C=C/c1cnc2c(c1)C(=O)N([C@@H](C)CO)C[C@@H](C)[C@@H](CN(C)C(=O)NCCC)O2	3	0.0	-4	0.7	-1	-2	7	3
COc1ccccc1S(=O)(=O)N(C)C[C@H]1Oc2cc(/C=C/c3ccccc3)ccc2S(=O)(=O)N([C@H](C)CO)C[C@@H]1C	-2	0.0	-5	-0.1	1	7	-3	-11
Fc1ccc(-c2cc(-c3cccs3)cc(-c3ccccc3)n2)cc1	0	0.0	4	0.0	-5	.	-1	0
O=C(Nc1ccc(F)cc1)N1CC(=O)N2[C@H](CO)[C@@H](c3ccc(C#CC4CC4)cc3)[C@@H]2C1	-7	0.0	1	-0.3	.	.	-5	-1
CCOC(=O)c1c(C)[nH]c(C(=O)COC(=O)c2cccnc2Cl)c1C	-2	0.1	-1	0.0	65*	-2	-9	0
CCN1C(=O)c2cccc3c(S(=O)(=O)N(C(=O)c4ccncc4)c4ccc(OC)cc4)ccc1c23	-12	-0.1	2	-0.4	.	.	-11	5

By substructure: the entries above containing a CF3 group.
SMILES	S100A4 inh HTS	Xi reactivation	ERp5 inh	E-sel inducer	esBAF inh	RAD54 inh	RAD52 anneal inh	ERAP1 inh
COc1ccc(NC(=O)N(C)C[C@@H]2Oc3ccc(NC(=O)CCC(F)(F)F)cc3CC(=O)N([C@@H](C)CO)C[C@H]2C)cc1	-22	0.0	2	-0.1	2	-7	16	4
C[C@H]1CN([C@@H](C)CO)C(=O)CCCn2cc(nn2)CO[C@@H]1CN(C)Cc1cccc(C(F)(F)F)c1	-6	0.1	44*	0.1	-4	-3	-1	0
C[C@@H]1CCCCO[C@H](CN(C)Cc2ccc(C(=O)O)cc2)[C@H](C)CN([C@@H](C)CO)C(=O)c2cc(NC(=O)Nc3ccc(C(F)(F)F)cc3)ccc2O1	32&20	0.1&-0.1	7&2	0.1&-0.1	2&-4	-1&-2	-12&9	-139&1
C[C@@H]1CN([C@@H](C)CO)C(=O)c2cccc(NC(=O)Nc3ccc(C(F)(F)F)cc3)c2O[C@@H]1CN(C)C	26	2.5	1	.	-1	12	13	1

(next part)
SMILES	S100A4 inh HTS	Xi reactivation	ERp5 inh	E-sel inducer	esBAF inh	RAD54 inh	RAD52 anneal inh	ERAP1 inh
Cc1ccccc1-c1ccc([C@H]2[C@@H](CO)N3CCCCN(C(=O)NC4CCCC4)C[C@@H]23)cc1	5	0.1	-1	-0.6	-2	11	-4	1
Cc1ccc(C)c(NC(=O)COC(=O)c2ccc3c(c2)OCO3)c1	-6	0.0	0	.	.	.	0	-5
N#Cc1ccsc1NC(=O)c1cccc([N+](=O)[O-])c1	-11	-0.2	0	-0.8	.	.	-24	4
COc1ccc(/C=C/C(=O)OCC(=O)NC2CCCCCC2)cc1	1	0.0	0	.	4	-1	-6	-1
C[C@@H]1CN([C@H](C)CO)S(=O)(=O)c2ccc(-c3cncnc3)cc2O[C@@H]1CN(C)Cc1ccncc1	5	0.0	-5	-0.2	7	6	-3	1
CCOc1ccc(S(=O)(=O)N2CCCC(C(=O)NCc3cccnc3)C2)cc1C (configuration not stated)	-3	0.4	0	.	-2	.	-9	1
CCN(C(=O)Cn1nnc(-c2ccccc2)n1)C1CCS(=O)(=O)C1 (configuration not stated)	-2	0.2	4	0.9	-8	3	-3	14
CCCNC(=O)C[C@H]1C[C@@H]2c3cc(N(C)C)ccc3O[C@@H]2[C@H](CO)O1	7	-0.1	7	-0.4	-2	-3	-70	1
O=C(NCCc1ccc2c(c1)OCCO2)c1cc(S(=O)(=O)N2CCCC2)ccc1Br	-5	-0.1	-2	2.1	-4	-3	-17	0
COc1cc(C(=O)C(=O)N2CCN(c3ccccc3)CC2)cc(OC)c1OC	-2	0.1	-3	1.6	.	.	-19	.
O=C(Nc1nc(-c2cccs2)cs1)C1=COCCO1	1	0.1	5	.	.	.	-14	-7
Cc1ccc(NC(=S)N(CCCN2CCOCC2)Cc2cccnc2)cc1C	-1	0.2	-1	3.0	.	.	-4	-1
CCCNC(=O)N1[C@@H]2Cn3c(ccc(-c4cccc(OC)c4)c3=O)[C@H]1[C@@H](C(=O)NCC)[C@@H]2CO	1	0.3	-1	0.2	-5	-2	-17	2
Cc1cc(C)nc(N/N=C/c2ccc([N+](=O)[O-])o2)n1	4	0.3	4	0.0	-11	-17	-28	0
C[C@H]1CN([C@@H](C)CO)C(=O)c2cccc(NC(=O)C3CCCCC3)c2O[C@H]1CN(C)C(=O)Nc1cccc2ccccc12	-26	-0.1	-2	-0.3	2	-2	-8	3
